Assay outcomes: PubChem BioAssay, Sanford-Burnham Center for Chemical Genomics
APJ agonist – agonists of human APJ apelin receptor; AID 2520; activation, % at 20 µM; CHO-K1 APJ PathHunter beta-arrestin, luminescence; 0% DMSO wells, 100% apelin; 330,000 tested, 0.11% active; P35414;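 active = activation more than six SD over the plate average, tested at 20 µM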;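 also: 0% = DMSO alone and 100% = apelin-13 at 10 nM; some results filed as inactive read as strong as hits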
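Assay system – PathHunter CHO-K1 APJ (AGTRL-1) beta-arrestin reporter cells · Compound – one dose, 20 µM compound, 1% DMSO · Timing – compound 90 min 25 °C, reagent 1 h · Measured by – luminescence from split beta-galactosidase complementation, Galacton Star/Emerald II substrate · Measure – beta-arrestin recruitment to APJ as agonist activity, luminescent signal · Benchmarks – DMSO vs Apelin-13 10 nM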
UPR XBP1 act – activators of adaptive arm of unfolded protein response (XBP1). CHO-XBP1 luciferase reporter, IRE1-XBP1 UPR activation, luminescence; percent of tunicamycin response, DMSO as zero. activation, % at 20 µM. 330,000 tested, 0.33% active;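 active = versus positive control, 20 µM dose yields 30% or more activation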;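 also: 100% = tunicamycin at 10 µg/mL and 0% = DMSO only wells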
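Test system: CHO-XBP1 luciferase reporter cells | Buffer or medium: Serum-containing F12 medium, 10% FBS | Schedule: 6 h compound exposure at 37 °C, 5% CO2 | Detection: Steady-Glo luciferase glow luminescence, 10 min after reagent addition | Read-out basis: Activation, % of tunicamycin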
tim10-1 inh – inhibits growth of tim10-1 mutant yeast. S. cerevisiae tim10-1 ts strain growth, BacTiter-Glo, 24 h. inhibition, % at 20 µM. 330,000 tested, 2.2% active;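 active = inhibition of at least 40%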;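 also: mutant grown at 25 °C; 0% = DMSO wells with yeast and 100% = wells holding no yeast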
GRIN3A LBD mod – modulators (binders) of human NR3A ligand-binding domain | NR3A LBD differential scanning fluorimetry, Tm shift; 0% = protein alone, 100% = glycine-bound protein | Tm shift relative to glycine control, % at 25 µM | 340,000 tested, 2.5% active;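 active = melting temperature shift of at least 10% of the positive control shift, at one fixed dose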
NLRP3 yeast inh – NALP3 inhibition in yeast; Yeast reconstituted NLRP3/ASC/caspase-1, beta-gal luminescence, 24 h; inhibition, % at 10 µM; 330,000 tested, 0.39% active;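 active = inhibition of 50% or more; inactive = inhibition below 50%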;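 also: plate controls were induced DMSO wells for no effect and uninduced yeast grown without galactose for full effect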
Mdm2 MdmX PPI – inhibitors of human Mdm2/MdmX interaction; O15151+Q00987; AID 485346; inhibition, % at 8 µM; 330,000 tested, 3% active; SaOS-2 split-luciferase Mdm2/MdmX complementation, luminescence;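 active = inhibition of at least 50% at 8 µM in the primary screen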
Target sequence (O15151 whole entry, looked up): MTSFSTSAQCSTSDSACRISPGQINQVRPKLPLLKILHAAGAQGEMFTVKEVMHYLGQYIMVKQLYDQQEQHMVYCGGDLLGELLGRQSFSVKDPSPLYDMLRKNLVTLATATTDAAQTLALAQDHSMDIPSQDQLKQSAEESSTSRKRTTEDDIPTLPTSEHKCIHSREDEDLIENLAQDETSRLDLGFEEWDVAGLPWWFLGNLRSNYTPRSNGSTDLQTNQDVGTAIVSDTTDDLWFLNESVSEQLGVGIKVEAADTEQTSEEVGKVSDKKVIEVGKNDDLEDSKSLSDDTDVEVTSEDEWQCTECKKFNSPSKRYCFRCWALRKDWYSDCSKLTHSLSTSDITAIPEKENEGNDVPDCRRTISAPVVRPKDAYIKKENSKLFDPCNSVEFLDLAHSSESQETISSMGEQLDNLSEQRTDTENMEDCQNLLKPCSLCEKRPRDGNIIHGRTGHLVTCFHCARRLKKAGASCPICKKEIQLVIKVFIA
Target sequence (Q00987 whole entry, looked up): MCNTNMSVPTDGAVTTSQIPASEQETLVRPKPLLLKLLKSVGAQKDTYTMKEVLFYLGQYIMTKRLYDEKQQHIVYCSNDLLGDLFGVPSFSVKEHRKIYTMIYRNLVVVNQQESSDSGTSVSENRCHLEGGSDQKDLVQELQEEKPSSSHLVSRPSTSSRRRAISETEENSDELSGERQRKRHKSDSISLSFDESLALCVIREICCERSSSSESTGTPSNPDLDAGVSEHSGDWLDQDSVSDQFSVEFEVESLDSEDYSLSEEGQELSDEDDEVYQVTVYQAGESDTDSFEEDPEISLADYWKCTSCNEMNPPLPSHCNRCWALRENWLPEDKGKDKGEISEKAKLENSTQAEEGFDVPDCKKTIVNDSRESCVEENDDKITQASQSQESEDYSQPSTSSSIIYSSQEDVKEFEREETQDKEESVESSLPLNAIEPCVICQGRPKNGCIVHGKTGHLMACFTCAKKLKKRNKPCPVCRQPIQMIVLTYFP
TIM10 inh – inhibits growth of TIM10 yeast strain; S. cerevisiae TIM10 strain growth, BacTiter-Glo luminescence, 24 h; inhibition, % at 10 µM; 330,000 tested, 1.4% active;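 active = inhibition of 40% or more at the single tested concentration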;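 also: wild-type TIM10 isogenic control strain grown at permissive 25 °C; 0% = DMSO yeast wells and 100% = minimal medium wells without yeast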
tim23-1 inh – growth inhibitors of tim23-1 mutant yeast; S. cerevisiae tim23-1 growth, BacTiter-Glo luminescence, 24 h; inhibition, % at 20 µM; 330,000 tested, 1.3% active;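 active = growth inhibition of the mutant yeast at or above 50%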;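 also: temperature-sensitive mutant grown at 25 °C; plate controls were DMSO-treated mutant yeast for no effect and medium wells lacking yeast for full effect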
UPR CHOP act – apoptotic UPR (CHOP) activation | CHO-CHOP luciferase reporter, luminescence; percent of tunicamycin response over DMSO baseline | activation, % at 10 µM | 330,000 tested, 0.34% active;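 active = at 10 µM dose, activation of 40% or more, normalized to positive control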;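 also: 100% = tunicamycin at 10 µg/mL and 0% = DMSO alone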
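measured by = luciferase luminescence | assay system = CHO-CHOP cells, stable luciferase reporter of PERK-eIF2a-CHOP signalling | amount = 500 reporter cells seeded per well | timing = 6 h compound exposure at 37 °C after overnight seeding | controls = positive tunicamycin 10 µg/mL, negative DMSO alone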
The depositor's hits bear a star; . = no result given.

SMILES	APJ agonist	UPR XBP1 act	tim10-1 inh	GRIN3A LBD mod	NLRP3 yeast inh	Mdm2 MdmX PPI	TIM10 inh	tim23-1 inh	UPR CHOP act
C=CCOc1ccccc1C1NC(=O)NC(C)=C1C(=O)NCc1ccccc1 (stereo not drawn)	-4	0	3	-14	3	-36	3	10	-1.3
O=C(CCS(=O)(=O)c1ccccc1)N(CCCN1CCOCC1)c1nc2ccccc2s1	-3	-8	48*	2	49	78*	53*	42	20
O=C(COn1nnc2ccccc21)NCC1CCCCC1	2	-1	22	3	-15	-78	18	18	3.6
Cc1ccc(NC(=O)Cn2c(O)c(N=NS(=O)(=O)c3ccc(C)cc3)c3ccccc32)cc1	-1	-1	10	1	8	15	8	9	6.7
S=c1[nH]nc(CSc2nc3ccccc3s2)o1	-4	-1	19	1	15	-2	1	7	-2.5
Nc1ccccc1-c1nc2ccccc2[nH]c1=O	1	-4	15	-2	32	-30	0	12	1.8
COC(=O)c1ccc(NC(=O)C[n+]2ccccc2)cc1	0	-5	2	0	15	-10	1	-9	-1.5
CC1CCC(NC(=S)NCCN(C)C)CC1 (stereo not drawn)	0	3	6	-1	6	-32	-3	9	6.3
COc1ccc(-c2cncnc2-c2ccc(OC)cc2O)cc1	-3	-3	22	2	21	62*	2	16	-1.7
CC(C)CN1CCC(=O)N([C@H](CO)c2ccccc2)CC1	-3	0	-3	0	13	28	-7	17	0.0
Nc1ccc(-c2nc3ccc(N)cc3[nH]2)cc1	-2	-9	-19	9	19	-14	9	10	1.1
Fc1ccc(C2CC(c3ccccc3)Nc3ncnn32)cc1 (stereo not drawn)	-2	1	4	-1	-1	2	12	10	-2.7
COC(=O)C(CC(C)C)NC(=O)CNC(=O)c1ccccc1C (stereo not drawn)	1	-2	-3	3	2	11	-11	9	1.0
CC1CCCN(c2ccc(C(=O)Nc3nnc(C4CC4)s3)cc2[N+](=O)[O-])C1 (stereo not drawn)	-6	-2	26	-8	-3	-8	1	10	2.1
Cc1cccc(NC2SC(=O)N(c3ccccc3)C2=O)c1 (stereo not drawn)	-9	10	22	-37	2	8	18	36	0.9

In the list so far, 2 have two or more sulfur atoms:
SMILES	APJ agonist	UPR XBP1 act	tim10-1 inh	GRIN3A LBD mod	NLRP3 yeast inh	Mdm2 MdmX PPI	TIM10 inh	tim23-1 inh	UPR CHOP act
O=C(CCS(=O)(=O)c1ccccc1)N(CCCN1CCOCC1)c1nc2ccccc2s1	-3	-8	48*	2	49	78*	53*	42	20
S=c1[nH]nc(CSc2nc3ccccc3s2)o1	-4	-1	19	1	15	-2	1	7	-2.5

Remaining list, next part
SMILES	APJ agonist	UPR XBP1 act	tim10-1 inh	GRIN3A LBD mod	NLRP3 yeast inh	Mdm2 MdmX PPI	TIM10 inh	tim23-1 inh	UPR CHOP act
COc1ccc(C2CC(c3ccccc3)=NN2C(=O)c2ccc(F)cc2)cc1 (stereo not drawn)	-1	4	16	-3	17	-12	31	41	0.4
CC1Cc2ccccc2N1C(=O)Cn1cnc2ccccc2c1=O (stereo not drawn)	-3	-4	-11	-1	44	-7	11	20	0.8
CCOc1ccc(NC(=O)CSc2nnnn2CC(=O)O)cc1	-3	4	10	0	5	7	-2	2	-0.9
Cc1nc(-c2c(C(F)(F)F)noc2-c2ccc(O)cc2O)cs1	-4	-2	24	2	4	12	26	18	-0.8
O=C(CCN1CCN(c2ccccc2F)CC1)c1ccc(Br)cc1	0	0	36	8	14	-2	5	26	2.3
CCOC(=O)c1nc(N)sc1C(=O)OCC	2	2	8	18*	11	-10	6	21	0.3
OC[C@H]1O[C@@H](n2cnc3c(NC4CCCC4)ncnc32)[C@H](O)[C@@H]1O	4	-8	-17	1	4	14	5	-9	2.1
CC1CN(C(=O)CCNS(=O)(=O)c2ccc(Br)cc2)CC(C)O1 (stereo not drawn)	-4	-3	0	1	24	6	-3	5	-1.3
O=C(Cc1ccccc1)NCCC1=CCCCC1	-3	-2	12	-1	4	-14	6	13	0.7
COc1ccc(S(=O)(=O)N2CCOC2CNC(=O)C(=O)NCc2ccccn2)cc1 (stereo not drawn)	-2	-5	2	-4	-10	2	-2	14	-0.7
COc1ccccc1S(=O)(=O)Cc1ccc(C(=O)N2CCCC2)o1	2	-3	-10	-1	10	24	1	3	1.6
S=C(NC1CCCCC1)N1CCN(C2CCCCC2)CC1	-3	-1	12	-1	5	12	12	-18	1.2
NS(=O)(=O)c1ccc(CNC(=O)/C=C/c2ccccc2[N+](=O)[O-])cc1	-3	-1	-1	1	7	22	1	3	1.4
O=C(CSc1nnc(-c2ccc(S(=O)(=O)N3CCCC3)cc2)o1)NCc1ccco1	1	-2	13	-1	22	7	-7	14	-0.9
O=C1OC[C@H](Cc2ccc3c(c2)OCO3)/C1=C\c1ccc2c(c1)OCO2	-2	-2	19	0	23	16	-7	23	3.0

Six compounds out of the list above, arranged by the value under Mdm2 MdmX PPI, descending.
structure | APJ agonist | UPR XBP1 act | tim10-1 inh | GRIN3A LBD mod | NLRP3 yeast inh | Mdm2 MdmX PPI | TIM10 inh
COc1ccccc1S(=O)(=O)Cc1ccc(C(=O)N2CCCC2)o1 | 2 | -3 | -10 | -1 | 10 | 24 | 1
NS(=O)(=O)c1ccc(CNC(=O)/C=C/c2ccccc2[N+](=O)[O-])cc1 | -3 | -1 | -1 | 1 | 7 | 22 | 1
OC[C@H]1O[C@@H](n2cnc3c(NC4CCCC4)ncnc32)[C@H](O)[C@@H]1O | 4 | -8 | -17 | 1 | 4 | 14 | 5
S=C(NC1CCCCC1)N1CCN(C2CCCCC2)CC1 | -3 | -1 | 12 | -1 | 5 | 12 | 12
CCOc1ccc(NC(=O)CSc2nnnn2CC(=O)O)cc1 | -3 | 4 | 10 | 0 | 5 | 7 | -2
COc1ccc(C2CC(c3ccccc3)=NN2C(=O)c2ccc(F)cc2)cc1 (stereo not drawn) | -1 | 4 | 16 | -3 | 17 | -12 | 31

(continued)
SMILES	APJ agonist	UPR XBP1 act	tim10-1 inh	GRIN3A LBD mod	NLRP3 yeast inh	Mdm2 MdmX PPI	TIM10 inh	tim23-1 inh	UPR CHOP act
CCc1cc2c(NCCO)ncnc2s1	2	-1	9	0	5	0	-3	9	-0.4
CCN1CCN(C(=O)Cn2ncc3c2-c2ccccc2OC3)CC1	1	-1	-21	-1	14	2	-7	-8	-0.6
COC(=O)c1c(C)n(-c2ccc(OC)cc2)c2ccc(O)cc12	-6	-3	31	-7	-1	66*	16	23	-3.4
CN(C)S(=O)(=O)c1ccc(C(=O)OCc2nnc(-c3ccccc3)o2)cc1	-6	1	23	-3	5	-24	1	14	1.1
COc1cc(C)ccc1OCc1cc(C(=O)NCCN2CCCC(O)C2)no1 (stereo not drawn)	4	-1	9	0	1	-7	6	14	2.1
COc1ccc(Cn2c(SCC(=O)NCc3ccco3)nc3ccsc3c2=O)cc1	-3	-2	33	1	-6	14	2	14	-2.1
COc1ccccc1N=NC1C(=O)N(C(N)=S)N=C1C (stereo not drawn)	-1	-2	-27	-4	39	-4	-33	32	0.9
COc1ccccc1-c1nn2c(-c3ccco3)nnc2s1	0	6	24	0	13	-125	26	49	7.9
O=C(COC(=O)c1cc[n+]([O-])cc1)Nc1ccc2c(c1)OCCO2	0	-1	9	1	25	5	5	6	4.0
CN(C)c1ccc(-c2cccc(C3CC=CC4C3C(=O)N(Cc3ccccc3)C4c3ccc4ccccc4c3)c2)cc1 (stereo not drawn)	-5	2	9	0	12	18	10	10	-0.9
O=C(CN1C(=O)C2CC=CCC2C1=O)Nc1nc(-c2ccc(F)cc2)cs1 (stereo not drawn)	-3	0	3	-10	3	8	18	11	0.6
CCOc1ccccc1NC(=O)c1sc2ncn(CC(=O)N3CCOCC3)c(=O)c2c1C	-3	0	15	4	1	13	-10	12	-0.7
Cc1cc(CSc2ccccc2)ccc1NC(=O)c1cccc([N+](=O)[O-])c1	2	0	7	-5	-9	21	8	6	2.0
CC1(NC(=O)CC[N+](C)(C)CCO)CS(=O)(=O)CC1S(=O)(=O)[O-] (stereo not drawn)	1	-3	-10	.	-3	8	-4	4	-0.8
CC(C)CN1CCC(Oc2cccc(C(=O)NCCc3ccccc3)c2)CC1	-6	-1	6	6	1	0	0	8	5.7
COc1ccc(N2C(=O)CCC(C(=O)N3CCCCCC3)C2c2ccc(OC)c(OC)c2)cc1 (stereo not drawn)	-3	1	10	0	11	22	13	8	0.4
Cc1ccc(-c2nnc(CSc3nncn3N)o2)cc1	1	-3	17	-1	10	-28	8	16	-0.6
O=C(Nc1ccc2ccccc2c1)c1onc2c1CCCC2	-4	0	9	2	22	-159	-4	15	2.6
COC(=O)c1cccnc1NC(=S)NC(C)C	1	-1	13	0	0	19	9	-3	-1.5
O=C(COC(=O)CCC(=O)c1ccc(F)cc1)Nc1ccc(Cl)cn1	-1	1	-12	-1	2	-22	-6	1	1.2
CCN(CC(=O)Nc1c(F)cccc1F)C(=O)c1ccc(C(=O)c2ccccc2)cc1	-8	-2	2	1	8	8	-3	7	-0.8
COc1ccccc1/C=N/NC(=O)c1ccc(=O)n(C)c1	4	-2	1	9	-1	3	-6	14	0.3
COc1ccc(S(=O)(=O)N2CCN(Cc3cccnc3)CC2)cc1	-4	-7	-15	2	24	6	0	0	-0.2
Cc1ccc(-c2noc(-c3ccoc3C)n2)cc1	-3	4	5	2	23	-3	11	17	5.0
O=C(O)CSCc1nc2ccccc2[nH]1	-3	0	-3	3	16	10	8	1	0.0

A second format for part of the listing above.
compound | APJ agonist | UPR XBP1 act | tim10-1 inh | GRIN3A LBD mod | NLRP3 yeast inh | Mdm2 MdmX PPI | TIM10 inh | tim23-1 inh | UPR CHOP act
COc1ccc(N2C(=O)CCC(C(=O)N3CCCCCC3)C2c2ccc(OC)c(OC)c2)cc1 (stereo not drawn) | -3 | 1 | 10 | 0 | 11 | 22 | 13 | 8 | 0.4
Cc1ccc(-c2nnc(CSc3nncn3N)o2)cc1 | 1 | -3 | 17 | -1 | 10 | -28 | 8 | 16 | -0.6
O=C(Nc1ccc2ccccc2c1)c1onc2c1CCCC2 | -4 | 0 | 9 | 2 | 22 | -159 | -4 | 15 | 2.6
COC(=O)c1cccnc1NC(=S)NC(C)C | 1 | -1 | 13 | 0 | 0 | 19 | 9 | -3 | -1.5

Fetched by structure from above, 2 records:
SMILES	APJ agonist	UPR XBP1 act	tim10-1 inh	GRIN3A LBD mod	NLRP3 yeast inh	Mdm2 MdmX PPI	TIM10 inh	tim23-1 inh	UPR CHOP act
COC(=O)C(CC(C)C)NC(=O)CNC(=O)c1ccccc1C (stereo not drawn)	1	-2	-3	3	2	11	-11	9	1.0
COC(=O)c1c(C)n(-c2ccc(OC)cc2)c2ccc(O)cc12	-6	-3	31	-7	-1	66*	16	23	-3.4
